KB-V1 MDR tox – KB-V1 MDR subline cytotoxicity; 3.4% of 400,000 active; KB-V1 MDR cells viability, CellTiter-Glo, 72 h; Potency, µM (doses to about 46.1 µM), for inactives: at the top dose activity change, negative = cytotoxicity, usual class: cytotoxic; AID 1347076; further: on the % scale 0 is the no-effect control and ±100 the full control effect; nearly all actives have a fitted effect of over 60% in size
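KB-V1 cells (P-gp-expressing MDR subline of KB-3-1) in phenol-red-free DMEM with 10% FBS were exposed to library compounds over a concentration series for 72 h at 37 degrees C. Viability read by CellTiter-Glo luminescence; concentration-effect curves fitted after normalization.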
KB-3-1 tox – kills parental KB-3-1 adenocarcinoma cells; KB-3-1 viability, CellTiter-Glo ATP luminescence, 72 h; Potency, µM (series often up to 46.1 µM), without a hit: top-dose activity change, negative = cytotoxic, hits mostly cytotoxic; 1.4% of 400,000 active; AID 1347075; further: on the % scale 0 is the no-effect control and ±100 the full control effect; nearly all actives have a fitted effect of over 60% in size
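Cells are dispensed, compounds pinned in, plates held at 37 °C for 72 h, then CellTiter-Glo is added and luminescence read after 10 minutes. Cell line: parental KB-3-1 in phenol-red-free DMEM, 10% FBS.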
HEK293 tox – cytotoxicity in counter-screen for GLP-1R inverse agonists | HEK293 cAMP-luciferase reporter cells, luminescence, 24 h | Potency, µM (series often up to 38.3 µM), for inactives: at the top dose activity change, negative = inhibition, actives largely listed as inhibitors | 0.13% of 410,000 active | AID 624418;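 further: loss of luciferase light is scored as toxicity; on the % scale 0 is the no-effect control and ±100 the full control effect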
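Cells in DMEM/10% Nu serum/1% pen-strep, 1536-well format. Pre-incubated 12 h, dosed with 23 nL compound, incubated a further 24 h. Luciferase detection, 12 min at room temp, luminescence.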
SW480 rereplic – induces DNA re-replication in SW480 colon adenocarcinoma cells | SW480 DNA re-replication, Hoechst DNA content imaging, 48 h | Potency, µM (titrated, usually from 46.1 µM), inactives show at the top dose re-replication activation, hits mostly activators | 1.8% of 340,000 active; further: % of control where 0% means no effect; nearly all actives have a fitted effect of over 55% in size
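250 cells/well; 23 nL cpd via pin tool; 48 hr, 37 C, 5% CO2; Hoechst 40 min; imager read of total nuclear intensity, ex 405/em 500-530 nm.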
HT1080 IDH1KD tx – kills HT-1080 cells with IDH1 knockdown | HT-1080 IDH1 knockdown viability, ATP luminescence, 48 h | Potency, µM (series often up to 46.1 µM), for the others: top-dose activity, negative = toxicity, usual class: cytotoxic | 2% of 360,000 active;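 further: 0% = DMSO wells and -100% = cell-free medium wells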
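Using the IDH1-knockdown HT-1080 line run in the same batch and compound series as the NT line, viability after 48 h at 37 °C was determined by CellTiter-Glo luminescence and expressed as % activity.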
HT1080NT lethal – kills 2HG-producing HT-1080-NT fibrosarcoma cells; HT-1080-NT fibrosarcoma viability, CellTiter-Glo ATP luminescence, 48 h; Potency, µM (highest dose often 46.1 µM), without a hit: top-dose activity, negative = less viability, most hits filed as cytotoxic; 1.6% of 360,000 active; AID 686970;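 further: NT is the 2HG producing partner of a matched IDH1 knockdown line; 0% = DMSO-treated cells and -100% = media-only wells without cells; nearly all actives have a fitted effect of over 55% in size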
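HT-1080-NT fibrosarcoma cells (2HG-overproducing), 750 cells/well in RPMI with 5% FBS, dosed after 2 h and incubated 48 h at 37C. CellTiter-Glo luminescence normalized to DMSO and no-cell wells; concentration-response curves fitted and classed.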
GLP-1R inv ag – acts as inverse agonist at human GLP-1 receptor | 1.6% of 410,000 active | Potency, µM (series often up to 38.3 µM), without a hit: at the highest dose activity change, negative = inhibition, hits mostly inhibitors | AID 624417 | HEK293 GLP-1R CRE-luciferase, luminescence, 24 h; GLP-1R form is constitutively active; further: on the % scale 0 is the no-effect control and ±100 the full control effect; nearly all actives have a fitted effect of over 55% in size
Target sequence (P43220 whole entry, looked up): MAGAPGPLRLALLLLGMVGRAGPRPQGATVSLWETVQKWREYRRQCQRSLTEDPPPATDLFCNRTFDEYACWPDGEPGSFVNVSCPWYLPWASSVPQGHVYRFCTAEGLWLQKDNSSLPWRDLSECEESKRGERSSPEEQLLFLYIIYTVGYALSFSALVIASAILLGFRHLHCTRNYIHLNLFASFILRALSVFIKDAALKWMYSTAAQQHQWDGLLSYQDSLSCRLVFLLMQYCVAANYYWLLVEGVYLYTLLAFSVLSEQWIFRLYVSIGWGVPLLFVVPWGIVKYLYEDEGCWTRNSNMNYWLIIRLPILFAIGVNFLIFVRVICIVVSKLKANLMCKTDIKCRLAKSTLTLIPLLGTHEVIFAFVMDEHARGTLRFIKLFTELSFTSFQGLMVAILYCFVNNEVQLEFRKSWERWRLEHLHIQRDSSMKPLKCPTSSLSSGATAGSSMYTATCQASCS
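Assay principle: reduced luminescence from a cAMP-responsive reporter in HEK293 cells co-expressing a constitutively active GLP-1R. Conditions: 24 hr compound incubation, 37 deg C, 5% CO2.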
GLP1R ag – GLP-1 receptor (human) agonism; AID 624172; P43220; Potency, µM (top dose mostly 45.6 µM), without a hit: at the highest dose activation, most hits filed as activators; HEK293 GLP-1R CRE-luciferase, luminescence, 4-6 h; cells express a hypersensitive GLP-1R form; 0.007% of 380,000 active; further: % of control where 0% means no effect
TDP-43 yeast inh – rescues yeast growth from TDP-43 toxicity. TDP-43 expressing yeast growth rescue, BacTiter-Glo, 24 h. Potency, µM (doses to about 46.1 µM), without a hit: at the highest dose growth rescue (activation), actives largely listed as activators. 1.8% of 410,000 active; further: % of control where 0% means no effect; nearly all actives have a fitted effect of over 50% in size
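Readout is BacTiter-Glo luminescence of cell growth, so inhibitors register as activators. TDP-43-expressing yeast at OD600=0.02 in galactose medium, after raffinose pregrowth to mid-log, were incubated with compound for 24 hr at 30 deg C.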
Numbers without * were called inactive; ? = inconclusive; / = no result given; [ ] = remark or other dose. The call rests on the fitted dose curve; in most records, active means well fitted curve in the direction sought with a large enough effect; inconclusive means small, poorly fitted or top-dose-only effect, or another doubt; inactive means no such curve, though single readings can be large; an effect the other way counts as inactive or inconclusive. Potency means the concentration at half of the fitted maximal effect.

Each structure is followed by: HT1080NT lethal	HT1080 IDH1KD tx	GLP1R ag	TDP-43 yeast inh	SW480 rereplic	KB-3-1 tox	HEK293 tox	GLP-1R inv ag	KB-V1 MDR tox
1. COCCN(CCOC)C(=O)CC(=O)N(CCOC)CCOC
  12%	1%	-14%	0%	-7%	2%	-13%	9%	5%
2. CC(=O)NC(CC(=O)NNC(=O)c1cccs1)c1ccccc1 (stereo not drawn)
  4%	17%	2%	-18%	-29%	-1%	7%	14%	0%
3. Clc1ccc(-c2nnn(Cc3nc4ccccc4s3)n2)cc1
  -21%	-13%	18%	1%	-1%	5%	-1%	?	4%
4. Cc1ccc(N=CC=C2OC(C)(C)C(C)(C)O2)cc1
  -7%	-16%	2%	-12%	0.82µM*	?	15%	?	-12%
5. COc1ccc(Nc2nc(NCc3ccco3)nc(N/N=C/c3ccccc3)n2)cc1
  -1%	-3%	13%	?	-3%	0%	-5%	?	0%
6. COc1cccc(-c2cc(N)nn2C(=O)Nc2ccc(Cl)cc2)c1
  0%	-7%	5%	-9%	-2%	8%	-14%	?	11%
7. CSCCC(NS(=O)(=O)c1ccc2c(c1)oc(=O)n2C)C(=O)NCCc1ccc(C)cc1 (stereo not drawn)
  /	/	/	-23%	/	3%	1%	15%	24%
8. COc1ccc(OC)c(Cc2nnc(CCC(=O)N3CCCCC3)o2)c1
  2%	-1%	1%	-8%	0%	-4%	-1%[7.66 µM]	-7%[7.66 µM]	-21%
9. CC(Nc1nc(-c2cccnc2)nc2ccccc12)c1ccc(F)cc1 (stereo not drawn)
  -27%	?	28%	?	4%	?	-23%	?	18µM*
10. CCCN1CCc2c(sc3nc(SC)n(-c4ccccc4)c(=O)c23)C1
  5%	-5%	13%	-15%	?	-10%	51%[activator]	?	18%
11. CCc1nc(SCC(=O)N2CCCC2)c2ccccc2n1
  11%	-29%	7%	-3%	-1%	-6%	-9%	0%	4%
12. CCc1nc(Oc2cccc(F)c2)c2oc3ccccc3c2n1
  /	/	/	25%	/	4%	6%	5%	-7%
13. CCOC(=O)C1CCCN(C(=O)Cc2ccc(OC)c(OC)c2)C1 (stereo not drawn)
  -2%	-1%	1%	-6%	-2%	-4%	3%	3%	0%
14. COc1ccc2c(CC(=O)Nc3ccc(OC)c(S(=O)(=O)N4CCOCC4)c3)coc2c1
  1%	7%	1%	-29%	-4%	-8%	-16%	0%	?
15. CCOC(=O)N1CCN(C(=O)c2cn(CC)c3ccc(S(=O)(=O)N4CC(C)CC(C)C4)cc3c2=O)CC1 (stereo not drawn)
  6%	7%	10%	11%	-33%[inhibitor]	-2%	1%	-14%	0%
16. O=C(Nc1ccc(NC(=S)NC(=O)c2ccccc2Cl)cc1)c1cccc(Cl)c1
  -23%	?	-9%	-9%	?	?	-19%	?	-13%
17. Cc1nn(CCOc2ccccc2)c(=O)n1-c1c(F)cccc1F
  1%	8%	-3%	14%	-3%	2%	-4%	-6%	-26%
18. CCSc1ccc(-c2ccco2)nn1
  15%	6%	5%	24%[9.22 µM]	-6%	7%	11%	43%[activator]	-5%
19. O=C(CCC(F)(F)F)N1CCCC(CO)(CCc2ccccc2)C1 (stereo not drawn)
  0%	2%	0%	17%	?	1%	10%	?	17%
20. CCOC(=O)c1c(NC(=O)COC(=O)CC(NC(C)=O)c2ccccc2)sc(C(=O)NC)c1C (stereo not drawn)
  -5%	-2%	11%	0%	-9%	16%	-24%	22%	?
21. CC1(C)CC2CC(C)(CN2C(=O)COC(=O)c2cccc(O)c2)C1 (stereo not drawn)
  -2%[9.24 µM]	0%	-1%	-8%	1%	1%	3%	?	-9%
22. CC1CCCC(C)N1CCCNC(=O)c1cc2c(s1)-c1ccccc1OC2 (stereo not drawn)
  ?	21µM*	5%	-7%	?	3%	-12%	2µM*	-3%
23. CCCCNC(=O)c1cc(C)nc2ccccc12
  11%	10%	1%	5%	-2%	2%	6%	9%	-3%
24. CN(C)S(=O)(=O)c1cccc(NC(=O)CSc2nncn2-c2ccccc2)c1
  -3%	4%	14%	24%	-47%[inhibitor]	?	-16%	-3%	17%
25. CCOc1ccc2c(c1)C(=NNC(=O)c1ccccn1)c1cc(OCC)ccc1-2
  10%	12%	3%	-9%	-10%	18%	-4%	14%	-19%
26. Cc1cc(C)c2cc(CN(Cc3cccnc3)C(=O)c3ccc(F)cc3)c(Cl)nc2c1
  ?	?	9%	-23%	-4%	2%	?	-18%	?
27. O=C(Nc1ccc(Cl)cc1Cl)c1cccc(N2C(=O)C=CC2=O)c1
  ?	?	15%	-93%[inhibitor]	8.2µM*	-7%	-23%	1%	10%
28. COc1ccc(C2N=C(c3ccccc3)NC(c3ccccc3)=N2)cc1
  8%	-4%	-4%	3%	?	1%	-6%	7%	?
29. CCOc1ccc(CNC(=O)c2ccccc2NC(=O)C2=CSCCO2)cc1
  -14%	-8%	4%	7%	2%	-4%	-9%	11%	-19%
30. Fc1ccc(NCc2nnc3n2CCCCC3)cc1
  7%	7%	-7%	21%	?	-5%	2%	-9%	?

An excerpt of these results, as labelled records:
2	CC(=O)NC(CC(=O)NNC(=O)c1cccs1)c1ccccc1 (stereo not drawn)
  HT1080NT lethal: 4%; HT1080 IDH1KD tx: 17%; GLP1R ag: 2%; TDP-43 yeast inh: -18%; SW480 rereplic: -29%; KB-3-1 tox: -1%; HEK293 tox: 7%; GLP-1R inv ag: 14%; KB-V1 MDR tox: 0%
3	Clc1ccc(-c2nnn(Cc3nc4ccccc4s3)n2)cc1
  HT1080NT lethal: -21%; HT1080 IDH1KD tx: -13%; GLP1R ag: 18%; TDP-43 yeast inh: 1%; SW480 rereplic: -1%; KB-3-1 tox: 5%; HEK293 tox: -1%; GLP-1R inv ag: ?; KB-V1 MDR tox: 4%

Next results follow.
Each structure is followed by: HT1080NT lethal	HT1080 IDH1KD tx	GLP1R ag	TDP-43 yeast inh	SW480 rereplic	KB-3-1 tox	HEK293 tox	GLP-1R inv ag	KB-V1 MDR tox
31. CCC12CN3CC(C)(CN(C1)C3c1ccccc1C)C2=O (stereo not drawn)
  /	/	/	17%	/	-6%	6%	-2%	-3%
32. CN(CC(=O)NCc1ccc(F)cc1)S(=O)(=O)c1ccc2c(c1)c(=O)n(C)c(=O)n2C
  1%	-3%	-2%	-13%	-13%	-3%	6%	6%	9%
33. COc1ccc(NC(=S)NNS(=O)(=O)c2ccc3ccccc3c2)c(OC)c1
  7%	8%	2%	10%[9.22 µM]	-1%	-2%	-1%[7.66 µM]	-5%[7.66 µM]	-2%
34. CCN(CC)CC(=O)N1CCCC(N2CCN(c3cccc(C(F)(F)F)c3)CC2)C1 (stereo not drawn)
  -13%	-17%	-2%	3%	-5%	0%	1%	?	?
35. COc1ccc(N2CCN(C(=O)C(Cc3ccccc3)n3cccc3)CC2)cc1 (stereo not drawn)
  -21%	5%	2%	?	-2%	8%	-19%	?	-10%
36. COc1cc(C)nc(SCC(N)=O)n1
  6%	6%	-12%	0%	-22%	8%	8%	13%	0%
37. Cc1nn(C)cc1CN(C)Cc1c(C(=O)N(C)Cc2ccccc2)nc2ccccn12
  9%	6%	13%	-7%[0.397 µM]	-6%	-6%	-7%	62%[activator]	-8%
38. N/C(=N\OC(=O)c1ccc(Cl)cc1Cl)c1ccccc1
  -2%	5%	-23%	-15%	1%	-6%	6%	-18%	-17%
39. COc1ccccc1N1CCN(/N=C/C=C\c2ccco2)CC1
  6%	3%	-18%	28%	-7%	1%	-20%	?	-2%
40. COc1ccc(N/N=C(\C#N)C(N)=O)cc1
  -24%	-6%	6%	20%	-7%	0%	?	-12%	-9%
41. COC(=O)c1cc(=O)c2ccc(OC)cc2o1
  6%	0%	-17%	-14%	0%	1%	-17%	0%	-1%
42. Cc1ccc(OCc2ccc(C(=O)N3CCCC3)o2)cc1C
  -14%	-15%	19%	?	-17%	-7%	-7%	24%	-17%
43. Cc1onc(-c2ccccc2Cl)c1C(=O)Nc1nc2c(s1)CCCC2
  -14%	-22%	-7%	-7%	0%[9.22 µM]	?	-1%	10µM*	0%
44. CCCC1Cc2[nH]c(=O)c(C#N)cc2CO1 (stereo not drawn)
  12%	-8%	8%	-5%	-47%[inhibitor]	0%	0%	-3%	-2%
45. Cc1cc(NC(=O)c2ccc(Cl)cc2Cl)no1
  -1%	-9%	5%	-2%	?	1%	7%	-19%	12%
46. O=C(Nc1c(F)cccc1F)c1ccc2c(c1)CCN2S(=O)(=O)c1ccccc1
  -4%	-29%	-3%	25%	-4%	15%	-4%	?	-13%
47. CC1=C(C(=O)OCc2ccccc2)C(c2ccc(C#N)cc2)NC(=O)N1CCCC(=O)O (stereo not drawn)
  30%	2%	0%	2%	3%	14%	1%	6%	?
48. O=C1CCCN2N=C(SCC(=O)Nc3nccs3)SC2=N1
  13%	14%	2%	-15%[0.397 µM]	-6%	4%	0%	-3%	-1%
49. Cc1ccc(S(=O)(=O)N2CCCC(C(=O)NCc3cccnc3)C2)cc1Cl (stereo not drawn)
  -6%	-17%	-5%	-7%	11%	-2%	8%	?	-23%
50. COc1ccc(NC(=O)CC(NCCc2ccccc2)C(=O)O)c(OC)c1 (stereo not drawn)
  -3%	1%	-11%	0%	1%	1%	11%	18%	25%
51. CC1(C)N([O-])C2=C(CCCC2)[N+]1=O
  3%	-8%	0%	16%	-5%	8%	3%	-8%	0%
52. CCN(C(=O)CSc1nnc(-c2c[nH]c3ccccc23)o1)C1CCS(=O)(=O)C1 (stereo not drawn)
  7%	3%	-6%	-9%	-80%[inhibitor]	1%	-3%	5%	12%
53. CCc1ccc(NC(=O)CCC(=O)c2ccc(C)cc2)cc1
  11%	14%	21%	-8%	10%	-5%	-6%	?	16%
